Lipid storage S3: qHTS Assay for Lipid Storage Modulators in Drosophila S3 Cells | Drosophila S3 cells, BODIPY lipid droplet fluorescence, 18-24 h; cells fed with added oleic acid | lipid storage change, negative = inhibition, % at the top dose, mostly 46.1 µM; hits show Potency in µM | 320,000 tested, 0.64% active | AID 2685; active = well fitted inhibition curve with a large enough effect in the signal ratio, with a control signal flat, not every such curve was filed as active; inconclusive = small, poorly fitted or top-dose-only effect, or effect the other way, or a change in a side signal; the % refers to the signal ratio
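Drosophila S3 cells got compounds at several concentrations plus oleic acid (400 uM solution). Laser-scanning cytometry with 488 nm excitation read lipid droplets at 500-530 nm and cells at 575-640 nm. Percent activity was relative to 20 uM Triacsin C.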
Lipid storage S3 cell count max: recorded beside Lipid storage S3, whose call it bears; cell number change, %; measured here: cell count max response;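 cells counted by Cell Tracker Red CMTPX staining in the red channel; peak over a dose series mostly up to 46.1 µM; percent activity relative to internal control wells on each plate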
Numbers without * were called inactive; i = inactive; ? = inconclusive; nt = not tested or not shown. % is set by controls: 0 for no effect and ±100 for the full control effect; potency is the fitted concentration of half-maximal effect. Only part of the results is shown. The share of hits here may be higher or lower than overall.

compound	Lipid storage S3	Lipid storage S3 cell count max
Cc1cc(C)cc(N(C(=O)CNC(=O)c2ccco2)C(C(=O)NC2CCCC2)c2cccnc2)c1 (stereo unspecified)	27%	-2
O=C(Nc1cccc2c1CCCC2)C1CCCN(S(=O)(=O)c2cccc3nonc23)C1 (stereo unspecified)	?	nt
COC(=O)N1CCN(c2ccc(C(C)=O)cc2)CC1	i	12
O=C(CCn1c(=S)oc2ccccc21)N1CCCCC1	?	nt
CNC(=O)c1[nH]cnc1C(=O)N[C@@H](CC(C)C)C(=O)OCc1ccccc1	?	nt
O=C(COC(=O)Cc1cccc(F)c1)NCCc1ccccc1	?	nt
COc1ccc(O)c(C(=O)c2cnc3c(c2)CN(C)C(=O)N3)c1	?	nt
CCOC(=O)c1c(S(=O)(=O)NCC(=O)Nc2cccc(C)c2C)c(C)n(C)c1C	?	nt
C=CCN1C(=O)C(CC(=O)NCC)SC1=Nc1ccccc1CC (stereo unspecified)	i	-22
O=C1/C(=C/c2cccs2)COc2ccccc21	-5%	-6
COc1ccc(-c2nnc(SCC(=O)NC3CC3)o2)cc1	?	nt
CCOc1ccc(NC(=O)C2CC(=O)N(CC)C(=Nc3ccc4c(c3)OCO4)S2)cc1 (stereo unspecified)	i	nt
Cc1ccc(Nc2nc(N)nc(CSc3nccn3C)n2)c(C)c1	?	nt
C#CC[N+](C)(C)CCCCCCCCC	?	nt
N#CCCS(=O)(=O)c1nnnn1-c1ccccc1	?	nt
CCOC(=O)C1CCCN(C(=O)CSc2ccc(NC(C)=O)cc2)C1 (stereo unspecified)	?	nt
CCC(=O)c1cc(F)c(N2CCN(S(=O)(=O)c3ccccc3)CC2)cc1C	i	nt
CCOc1ccc(CC(=O)NNC(=O)NC2CCCCC2)cc1	?	nt
CCCN(CCC)C1=CC(=[N+]2CCCC2)CC(C)(C)C1	?	nt
COc1ccc([N+](=O)[O-])cc1NC(=O)Cc1ccc(C)cc1	?	nt
O=C(Nc1cc(Cl)ccc1-n1cncn1)c1cccc(S(=O)(=O)N2CCOCC2)c1	?	nt
COc1ccc(NC(=O)CC(C(=O)O)N2CCCCC2)cc1 (stereo unspecified)	?	nt
O=C(c1ccc(F)cc1)C1CCN(C(=O)Nc2ccc(F)cc2F)CC1	13%	15
O=C(NOC(=O)c1ccccc1Cl)c1cccs1	?	nt
O=C(O)CCc1ccc(-c2ccccc2)n1NC(=O)c1cccs1	?	nt

Other records.
compound	Lipid storage S3	Lipid storage S3 cell count max
CCCN(CCC)CCNc1c(N2CCN(C(=O)OCC)CC2)c(=O)c1=O	?	nt
CCOC(=O)c1cc(C#N)c(Nc2ccccc2OC)nc1C(F)(F)F	-11%	-2
CC1=C(C(=O)OCCC(C)C)C(c2ccc3c(c2)OCO3)NC(=O)N1 (stereo unspecified)	?	nt
COc1ccc(NC(=O)/C(=C\c2ccncc2)NC(=O)c2ccccc2)cc1	-5%	-5
Cc1ccc(SCC2=NNC(=O)C2)cc1	3%	nt
COc1cc(OC)cc(C(=O)NC2CC3CCC(C2)N3Cc2ccco2)c1 (stereo unspecified)	?	nt
Cc1ccc(-c2csc(SCC(=O)c3c(N)n(C4CC4)c(=O)[nH]c3=O)n2)cc1	?	nt
CC(=O)Nc1cnn(Cc2ccc(Br)cc2)c1	?	nt
COc1ccc(/C=C/C(=O)O)cc1COc1cccc(C)c1	13%	23
CCOC(=O)N1CCC(N2C(=O)c3ccc(C(=O)NCc4ccco4)cc3C2=O)CC1	22%	2
Nc1cc(C(=O)c2ccccc2)ccc1[N+](=O)[O-]	?	nt
COc1ccc(CN2CC(C(=O)NCCCOC(C)C)CC2=O)cc1 (stereo unspecified)	?	nt
CCCCn1nnc(NC(=O)c2ccco2)n1	11%	nt
CCOC(=O)C1=C(CN2CCN(C(=O)c3ccco3)CC2)NC(=O)NC1c1ccc(Cl)cc1 (stereo unspecified)	?	nt
COc1cc(C(=O)Nc2cccc(C)c2C)c(Br)c(OC)c1OC	?	nt
CC(C)CCN(CCC(C)C)C(=O)Cc1c(O)c2ccccc2[nH]c1=O	0%	-1
Cc1ccc(N=C2NC(=O)C(CO)(CO)S2)cc1	i	2
CC1Cc2cc(/C(O)=C3/C(=O)C(=O)N(CCCn4ccnc4)C3c3cccc([N+](=O)[O-])c3)ccc2O1 (stereo unspecified)	?	nt
Fc1ccc(OCc2nn3cnnc3s2)cc1	?	nt
O=C(CC12CC3CC(CC(C3)C1)C2)N1CCOCC1	?	nt
COc1cccc(CN2CCNC(=O)C2CC(=O)NCCn2nc(C)cc2C)c1OC (stereo unspecified)	0%	2
CN(c1ccc(O)cc1)c1nc(-c2cccnc2)cs1	?	nt
COc1ccc(OCc2cc(C(=O)NC(C)Cc3cccnc3)no2)c(Cl)c1 (stereo unspecified)	?	nt
COc1ccccc1NC(=O)CSc1nc2sc3c(c2c(=O)n1-c1ccccc1)CCN(C)C3	i	19
COc1ccc(/C=C/C(=O)OCC(=O)NCc2cccs2)cc1OC	-5%	-8

(cont.)
compound	Lipid storage S3	Lipid storage S3 cell count max
CC[C@H]1c2[nH]c3ccccc3c2C[C@H]2C(=O)N(c3ccc(F)cc3)C(=O)N21	?	nt
O=C(Nc1ccc2oc(-c3cccnc3)nc2c1)c1cccnc1	?	nt
Cc1nn(-c2ccc(Cl)cc2)c2[nH]c(CCl)cc(=O)c12	-10%	7
Cc1cc(C)n(CC(O)COc2ccc(C(C)(C)C)cc2)n1 (stereo unspecified)	?	nt
COc1ccc(-c2cc(C(=O)Nc3cccnc3Cl)no2)cc1	?	nt
CCN1CCN(c2ccc(NC(=O)c3cc(OC)c(OC)c(OC)c3)cc2)CC1	?	nt
Cc1ccc(NS(=O)(=O)c2ccc(N3C(=O)CCC3=O)cc2)cc1	?	nt
Cc1ccc(-n2c(=O)c3sccc3n(Cc3cc(=O)n4ccccc4n3)c2=O)cc1F	8%	10
Cc1ccc2nc(SCC(=O)c3c(N)n(C4CC4)c(=O)[nH]c3=O)[nH]c2c1	?	nt
Cc1ccccc1C(=O)Nc1ccc(Br)cn1	?	nt
CCCn1c(SCC(=O)c2ccc3c(c2)OCCO3)n[nH]c1=O	?	nt
CC(NC(=S)Nc1ccc(OC(F)F)c(Cl)c1)C(C)(C)C (stereo unspecified)	?	nt
Cc1ccc(C)c(N2CCN(C(=O)c3ccc(CS(=O)(=O)c4ccccc4C)o3)CC2)c1	?	nt
Cc1ccc2c(c1)cc(CN(CCc1ccccc1)C(=O)N1CCOCC1)c1nnnn12	?	nt
Cc1cc(C)cc(C(=O)NC(CC(N)=O)c2ccc(N3CCC(N4CCCCC4)CC3)c([N+](=O)[O-])c2)c1 (stereo unspecified)	?	nt
Cc1c(NS(=O)(=O)c2cccc(C(=O)OCC(=O)N(C)C3CCCCC3)c2)c(=O)n(-c2ccccc2)n1C	?	nt
CCOc1ccc(-c2nc(-c3ccc(OC)c(OC)c3)no2)cc1OCC	?	nt
CCN1CCN(C(c2cccs2)C(C)NC(=O)NC2CCCCC2)CC1 (stereo unspecified)	?	nt
CCN(CC(=O)Nc1c(F)cccc1F)C(=O)Cc1ccc(OC)c(S(=O)(=O)N2CCOCC2)c1	?	nt
COCCCNc1nc2ccccc2nc1NS(=O)(=O)c1ccc(C)cc1C	?	nt
C=CCN=C1SC(CC)C(=O)N1S(=O)(=O)c1ccc(C)cc1 (stereo unspecified)	?	nt
Nc1cc(N)nc(SCC(=O)c2ccccc2)n1	-6%	-18
Cc1csc(SCC(=O)c2cc(C)n(Cc3cccs3)c2C)n1	?	nt
O=C(CN(C(=O)Cn1nnc(-c2cccs2)n1)c1ccc2c(c1)OCCO2)NC1CCCCC1	?	nt
S=C(Nc1cccnc1)Nc1cccc2cnccc12	?	nt

More records.
compound	Lipid storage S3	Lipid storage S3 cell count max
Cc1ccc(NC2=C(Cl)C(=O)N(C3CCCCC3)C2=O)cc1	?	nt
Cc1ccc(S(=O)(=O)N2CCC(=O)N(CCOCc3ccc(Cl)cc3)CC2)cc1	?	nt
O=C(N/N=C/c1ccc(Br)s1)Nc1ccccc1	?	nt
CN(C)S(=O)(=O)Oc1ccc(Cl)cc1C(=O)Nc1cccc(C(F)(F)F)c1	i	-10
Cc1ccccc1CN1CCC(n2nccc2NC(=O)CCCc2ccccc2)CC1	?	nt
COc1ccc(-c2c(C(F)(F)F)[nH]n3c(=O)cc(-c4ccccc4)nc23)cc1	?	nt
COc1cc(C(=O)n2nc(C)cc2C)cc(OC)c1OC	?	nt
COC(=O)c1ccc(NC(=O)CN2CCN(CC#N)CC2)cc1	?	nt
Cc1cc(C(F)F)n2ncc(C(=O)NCc3ccccc3)c2n1	?	nt
O=C(Nc1ccc(C(=O)NC2CCCCC2)cc1)c1cccnc1	?	nt
COc1ccc(OC)c(C2NC(=O)NC(C)=C2C(=O)Nc2ccc(C)cc2)c1 (stereo unspecified)	14%	8
CC1CN(c2nc(Nc3ccccc3F)nc(N)c2[N+](=O)[O-])CC(C)O1 (stereo unspecified)	-1%	-6
Cc1cccc(-c2noc(CCCC(=O)NC3CCCCC3)n2)c1	i	6
O=C(CNC(=O)c1ccc(F)cc1)Nc1ccccc1C(F)(F)F	14%	9
CC(C)C(Sc1nc(-c2ccccc2)cc(-c2ccccc2)c1C#N)C(=O)O (stereo unspecified)	?	nt
O=C(Nc1nnc(C(F)(F)F)s1)c1ccc(Br)s1	?	nt
CSCCC(NC(=O)c1ccc(Cl)cc1)C(=O)OCC(C)=O (stereo unspecified)	?	nt
Cc1ccc(C(=O)N/C(=C\c2cn(C)c3ccccc23)C(=O)OCCN(C)C)cc1	?	nt
O=C(NCC(=O)N(CCN1CCOCC1)C(C(=O)NC1CCCC1)c1cccs1)c1ccco1 (stereo unspecified)	16%	9
CCOc1ccc(C(=O)Nc2cccc(SC)c2)cc1	-4%	-5
COc1ccc(-n2nc([N+](=O)[O-])c(=NCCCN3CCCC3=O)n2O)cc1	?	nt
COCCNc1nc2nonc2nc1N1CCC(N(C)C)C1 (stereo unspecified)	4%	13
Cc1ccnc(N2CCC(C(=O)NNC(=O)c3ccccc3C)CC2)n1	9%	-6
O=C(NC1CCCC1)c1cnc2n(c1=O)CCS2	2%	18
C=CCN(C(C)=O)C1CC(=O)N(c2ccc(OCCC)cc2)C1=O (stereo unspecified)	?	nt

5 consecutive compounds from above:
compound	Lipid storage S3	Lipid storage S3 cell count max
COc1ccc(-n2nc([N+](=O)[O-])c(=NCCCN3CCCC3=O)n2O)cc1	?	nt
COCCNc1nc2nonc2nc1N1CCC(N(C)C)C1 (stereo unspecified)	4%	13
Cc1ccnc(N2CCC(C(=O)NNC(=O)c3ccccc3C)CC2)n1	9%	-6
O=C(NC1CCCC1)c1cnc2n(c1=O)CCS2	2%	18
C=CCN(C(C)=O)C1CC(=O)N(c2ccc(OCCC)cc2)C1=O (stereo unspecified)	?	nt

(further entries)
compound	Lipid storage S3	Lipid storage S3 cell count max
Cc1ccc2nc(SCc3ccc([N+](=O)[O-])cc3)[nH]c2c1	?	nt
O=C(NCc1cccs1)c1ccc(N2CCCCC2)nc1	?	nt
CSc1c(C#N)sc(=S)n1-c1ccc(C)cc1	13%	-10
CC(OC(=O)c1ccccc1Br)C(=O)Nc1nc(-c2cccc([N+](=O)[O-])c2)cs1 (stereo unspecified)	?	nt
CCCC(C)NC(=O)c1cc(C(=O)OC)cc([N+](=O)[O-])c1 (stereo unspecified)	?	nt
Cc1ccc(-c2csc(=S)n2CC(=O)OCC(=O)NCc2ccco2)cc1	?	nt
Cc1cccc(NC(=O)CSc2nnc(CSc3nc(C)cc(C)n3)n2Cc2ccco2)c1	13%	-3
Cc1cc(C)cc(C(=O)Nc2ccncc2)c1	?	nt
COc1ccccc1C1CCN(Cc2ccccc2Cl)CC1	?	nt
O=C(CC1SC(=O)NC1=O)Nc1ccc(Cl)cc1 (stereo unspecified)	?	nt
Cc1cccc(Nc2ccccc2)c1	?	nt
N#Cc1c(-c2ccc(F)cc2)c2c([nH]c1=O)-c1ccccc1OC2	-19%	-12
Nc1ncnc(Oc2ccccc2F)c1[N+](=O)[O-]	?	nt
CC(C)c1ccc(Nc2nc(Cl)nc(NCc3ccco3)n2)cc1	4%	nt
O=C(c1cccc(Br)c1)N1CCCC1	?	nt
CN(CCNC(=O)C1CCC(=O)N(Cc2ccc(Cl)cc2)C1)CCc1ccccc1 (stereo unspecified)	-15%	3
COc1ccc(-n2c(SCC#N)nnc2-c2cccnc2)cc1	?	nt
c1csc(C(c2nnnn2C2CCCC2)N2CCOCC2)c1 (stereo unspecified)	?	nt
COc1ccc(CCNc2ncnc3[nH]ncc23)cc1OC	?	nt

Complete entries, quoted from the list.
CN(CCNC(=O)C1CCC(=O)N(Cc2ccc(Cl)cc2)C1)CCc1ccccc1 (stereo unspecified) is entered as Lipid storage S3: -15%; Lipid storage S3 cell count max: 3
O=C(NCc1cccs1)c1ccc(N2CCCCC2)nc1 is entered as Lipid storage S3: ?; Lipid storage S3 cell count max: nt
